# Screening results deposited in PubChem BioAssay by several laboratories.
# PMI act hi M6P: PMI (human) activation, high substrate. P34949. coupled PMI enzyme assay, resazurin fluorescence, 20 min; active compounds read high; 1 = untreated enzyme, 0 = substrate-free blank. activation factor at 20 µM. hit rate 0.34% among 190,000;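 active = activation factor of 2 or more at 20 µM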
# Target sequence (P34949 whole entry, looked up): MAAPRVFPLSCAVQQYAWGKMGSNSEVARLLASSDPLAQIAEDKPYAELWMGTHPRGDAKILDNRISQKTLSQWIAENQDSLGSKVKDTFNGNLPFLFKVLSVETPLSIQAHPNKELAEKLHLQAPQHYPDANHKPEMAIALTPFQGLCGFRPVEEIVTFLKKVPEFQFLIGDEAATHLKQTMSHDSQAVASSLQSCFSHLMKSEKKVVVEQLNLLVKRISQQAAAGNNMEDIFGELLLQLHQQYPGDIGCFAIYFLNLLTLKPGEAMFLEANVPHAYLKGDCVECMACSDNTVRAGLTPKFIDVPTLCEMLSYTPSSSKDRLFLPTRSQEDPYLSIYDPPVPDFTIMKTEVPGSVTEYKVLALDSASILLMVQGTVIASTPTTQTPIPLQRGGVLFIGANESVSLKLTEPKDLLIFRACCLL
#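 Material: human phosphomannose isomerase with PGI, G6PDH, diaphorase coupling enzymes. Quantity: 15 ng/mL PMI. Medium: HEPES pH 7.4 buffer with MgCl2 and Tween-20. Reagent: Near-saturating mannose-6-phosphate, 1.0 mM. Compound: 20 µM single dose. Times: enzyme reaction with compound 20 min at room temperature. Detection: resorufin fluorescence at Ex 544/Em 590 nm.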
# TNAP inh noacc: TNAP (human) inhibition, acceptor-free conditions | P05186 | AID 1012 | purified TNAP, CDP-star luminescence, 30 min | hit rate 0.26% among 200,000 | inhibition, % at 20 µM;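 active = tissue-nonspecific alkaline phosphatase inhibition above about 50% at 20 µM in the single-dose screen, limit read from the data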;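 note: 0% = DMSO negative control and 100% = EDTA positive control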
# Target sequence (P05186 whole entry, looked up): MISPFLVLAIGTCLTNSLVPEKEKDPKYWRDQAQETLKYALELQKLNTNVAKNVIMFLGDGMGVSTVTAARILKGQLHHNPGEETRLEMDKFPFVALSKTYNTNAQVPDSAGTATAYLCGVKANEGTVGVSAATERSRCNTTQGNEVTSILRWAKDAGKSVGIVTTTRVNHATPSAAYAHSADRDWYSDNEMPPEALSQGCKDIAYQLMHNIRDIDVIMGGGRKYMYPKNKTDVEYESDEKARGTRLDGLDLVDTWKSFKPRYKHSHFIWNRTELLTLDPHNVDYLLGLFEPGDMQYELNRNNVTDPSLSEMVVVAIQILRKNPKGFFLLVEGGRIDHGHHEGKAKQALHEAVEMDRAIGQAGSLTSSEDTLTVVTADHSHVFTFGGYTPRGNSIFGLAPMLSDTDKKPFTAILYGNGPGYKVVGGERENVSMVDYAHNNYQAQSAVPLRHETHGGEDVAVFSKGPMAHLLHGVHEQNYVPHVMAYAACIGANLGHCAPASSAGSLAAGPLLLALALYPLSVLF
# PMI activator: increases human mannose-6-phosphate isomerase activity; P34949; purified human PMI, coupled resazurin fluorescence, 20 min; active compounds read high; 1 = vehicle control, 0 substrate-free wells; activation factor at 20 µM; hit rate 0.005% among 190,000; AID 1214;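 active = activation factor of 2 or more at 20 µM, relative to plate controls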
# TNAP inh hi DEA: blocks human TNAP under high phosphate acceptor concentration. purified TNAP, CDP-star luminescence, 1 M DEA. P05186. hit rate 0.03% among 200,000. inhibition, % at 20 µM;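 active = over 50% inhibition of tissue-nonspecific alkaline phosphatase at 20 µM in the single-dose screen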;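 note: plate controls were DMSO wells for no effect and EDTA-quenched wells as full inhibition for full effect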
# bIAP activator: intestinal alkaline phosphatase (bovine) activation. purified bovine IAP, CDP-star luminescence, 30 min; active compounds read high; fold of DMSO-control signal, blank-subtracted. activation factor at 20 µM. hit rate 0.17% among 200,000;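 active = activation factor of 2 or more at 20 µM, a signal rise over negative controls twice the positive control's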
# L major viab: inhibitors of Leishmania major promastigote growth | hit rate 9% among 200,000 | Leishmania major promastigotes, resazurin fluorescence viability | inhibition, % at 10 µM; in the data active = inhibition above about 50%;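 note: promastigotes grown with compound for 44 hours at 28 °C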
# Diaph inh CS: counter-screen for diaphorase-based assays: diaphorase inhibitors and chemical oxidizers | AID 1217 | hit rate 0.69% among 190,000 | inhibition, % at 20 µM | diaphorase resazurin-to-resorufin fluorescence, NADH, 16 min; bacterial (C. kluyveri) enzyme, not human;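 active = primary screen inhibition at 20 µM above a set limit, cut at about 50% in these data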;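 note: plate controls were DMSO with full reaction for no effect and wells lacking NADH for full effect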
#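 controls = No-NADH positive control and DMSO neutral control | system = Clostridium kluyveri diaphorase enzyme | timing = reaction incubation of 16 min at room temperature | signal = resorufin fluorescence 544/590 nm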
# TNAP act hiacc: increases human TNAP activity under high phosphate acceptor concentration; 200,000 tested, under 10 active; P05186; activation factor at 20 µM; purified TNAP, CDP-star luminescence, 1 M DEA, 30 min; active compounds read high; 0 = EDTA background, 1 = DMSO-only activity; AID 1136;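 active = activation factor at least 2 at 20 µM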
#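 Assay system: human TNAP; Input: enzyme diluted 1/800 final; Reagent: CDP-star luminogenic substrate at 100 µM final; Timing: 30 min, room temperature; Signal: luminescence; Evaluation: TNAP activation factor scaled between EDTA and DMSO control wells.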
# bIAP inhibitor: blocks bovine intestinal alkaline phosphatase activity; AID 1019; inhibition, % at 20 µM; 190,000 tested, under 10 active; purified bovine IAP, CDP-star luminescence, 30 min;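 active = over 50% inhibition of intestinal alkaline phosphatase at 20 µM in the single-dose screen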
#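 Assay system: bovine IAP enzyme; medium: DEA buffer 100 mM, pH 9.8, with MgCl2 1.0 mM, ZnCl2 0.02 mM; doses: 20 µM single dose; incubation: enzyme reaction for 30 min at room temperature; detection: CDP-star luminescence signal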
# Diaph act CS: activates diaphorase or chemically reduces, flagging diaphorase assay artifacts; hit rate 0.005% among 190,000; activation factor at 20 µM; AID 1229; Diaphorase/resazurin coupled assay, resorufin fluorescence, 16 min; active compounds read high; 1 = vehicle wells, 0 = NADH-free wells;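 active = diaphorase activity raised at least twofold by the compound at 20 µM; inactive = activation factor below 2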
#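 Measured by – red resorufin fluorescence at 544/590 nm excitation/emission · Test system – Clostridium kluyveri diaphorase, purified enzyme · Incubation – reaction time 16 min, room temperature · Buffer or medium – 50 mM HEPES pH 7.4 with 4.542 mM MgCl2, 0.005% Tween 20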
# Numbers without * were called inactive; x = not tested or not shown.
SMILES,PMI act hi M6P,TNAP inh noacc,PMI activator,TNAP inh hi DEA,bIAP activator,L major viab,Diaph inh CS,TNAP act hiacc,bIAP inhibitor,Diaph act CS
CCCCOC(=O)C(C)Nc1n[nH]c(=S)[nH]c1=O (centres undefined),1.3,1,1.2,2,0.5,-12,13,1,x,0.9
C=CCn1c(SCC(=O)NC(=O)NCc2ccco2)nc2sc(C)c(C)c2c1=O,0.9,1,1,-6,0.9,4,14,1.1,10,0.9
Cc1nn(Cc2ccccc2)c2c1C(c1cccc(Cl)c1)C(C#N)=C(N)O2 (centres undefined),1.3,-15,1.2,-2,0.9,27,8,1,12,0.9
COc1ccc(NC(=O)CNS(=O)(=O)c2cccc3nonc23)c(OC)c1,1.3,-14,1.1,-6,0.9,-8,17,1.1,8,0.8
CC(=O)Nc1nc(=S)ss1,0.9,-12,0.7,-2,0.9,-10,9,1,8,0.9
CCNC(=O)COC(=O)CCC(=O)c1cccs1,0.9,-10,0.8,-5,1.1,-2,1,1.1,-6,1
O=C1c2ccccc2C(O)(Cc2ccccc2)N1c1ccc2c(c1)OCO2 (centres undefined),0.8,-10,0.9,4,0.9,-4,12,1,11,0.9
COc1ccc(C2=NN(c3nc4ccccc4s3)C(=O)C2)cc1,1.7,-7,1.5,2,1,-7,14,1,-3,0.9
CCOC(=O)N1CCN(CC(=O)Nc2cc3c(cc2C(C)=O)OCO3)CC1,0.9,-11,0.9,-4,1,-6,9,1,-5,0.9
Nc1nc2ccc([N+](=O)[O-])c(N)c2s1,0.9,1,0.8,6,0.9,22,15,0.9,11,0.8
COc1ccc(N2CCN(C(=O)CSc3ncnc4c3cnn4-c3ccccc3C)CC2)cc1,0.9,-15,0.9,-6,1,12,17,1.1,4,0.8
CN1C(=O)/C(=C/c2ccccc2Cl)Sc2ccc(C(=O)NCc3cccnc3)cc21,1,-5,0.9,-5,1.1,19,22,1,-15,0.8
CCOC(=O)c1[nH]c2ccccc2c1CCCN1C(=O)c2ccccc2C1=O,0.9,-2,0.8,1,0.9,6,23,1,6,0.8
O=C(O)C1CCCN1C(=O)Nc1ccccc1 (centres undefined),0.9,-1,0.8,-1,0.9,-4,12,1,11,0.9
CC(C1CC1)N(C(=O)c1ccccc1O)c1ccccc1 (centres undefined),1.1,-3,1,0,1,3,-7,1,3,1.1

# The closing two records of the section before lead into the next.
SMILES,PMI act hi M6P,TNAP inh noacc,PMI activator,TNAP inh hi DEA,bIAP activator,L major viab,Diaph inh CS,TNAP act hiacc,bIAP inhibitor,Diaph act CS
O=C(O)C1CCCN1C(=O)Nc1ccccc1 (centres undefined),0.9,-1,0.8,-1,0.9,-4,12,1,11,0.9
CC(C1CC1)N(C(=O)c1ccccc1O)c1ccccc1 (centres undefined),1.1,-3,1,0,1,3,-7,1,3,1.1
COc1ccc(C(=O)N2CCC(C(=O)Nc3cccc(C)c3)CC2)cc1OC,1,-8,1.1,-7,0.9,-1,5,1.1,10,0.9
C/C(=N\Nc1ncc(Cl)cc1Cl)c1ccccn1,1,3,1.1,4,0.9,100*,15,1,5,0.8
COc1cc2c(C(=O)N3CCN(C)CC3)c(CSc3ccccc3)n(C)c2cc1Br,0.9,-8,0.9,-7,1,51*,31,1.1,-2,0.7
O=C(NCCCCc1ccccc1)c1ccccc1,1.1,-15,1.1,-3,0.9,-3,-4,1,8,1
CC(C)C(=O)Nc1ccc(NC(=S)NC(=O)c2ccc([N+](=O)[O-])cc2)cc1,1,12,1,-4,0.8,1,15,1,17,0.8
Cc1ccc(N2CCN(CCCN3C(=O)C4CCCN4C3=O)CC2)cc1 (centres undefined),1.4,-6,1.3,0,1.2,-11,-7,1,-21,1.1
COc1cc(CNc2ccc(CNc3ncn[nH]3)cc2)ccc1OCc1ccccc1,0.8,-41,0.8,-1,1,13,10,1,2,0.9
COc1ccc(-n2c(SCC(=O)NCC3CCCO3)nc3n[nH]c(C)c3c2=N)cc1 (centres undefined),1,-55,1,-4,1.9,-4,-2,1,-88,1
CN1c2ccccc2C(C)(C)C12CC(c1cccc(S(=O)(=O)N3CCCC3)c1)=NO2 (centres undefined),1.1,0,1.1,9,1,73*,-5,0.9,5,1
C[C@@H]1NC(=O)c2cc([N+](=O)[O-])cc(I)c2OCC[C@@H](C(=O)NC(CC(=O)O)C(N)=O)NC(=O)[C@H](CCC(=O)O)NC1=O (some centres undefined),1.3,-10,1.2,1,0.9,-7,13,1,7,0.9
CN(C)c1nc(SCC#N)nc(N(C)C)n1,1.1,-1,1.1,2,0.9,-5,-1,1,5,1
Cn1ccnc1SCC(=O)c1cccc(Br)c1,1,-8,1,-5,0.9,14,8,1.1,10,0.9
O=C(NC1CCCC1)C(=O)N(Cc1cccnc1)C(C(=O)NCc1ccco1)c1ccccc1F (centres undefined),1,-9,0.9,-4,1,-8,8,1,5,0.9
CC1(C)CC(=O)c2c(oc3ccc(NS(=O)(=O)c4cccc5cccnc45)cc23)C1,0.9,-2,0.8,-4,0.8,14,37,1,22,0.6
COCc1ccc(O)c2ncccc12,0.8,-7,0.8,-3,1.1,100*,30,1,-10,0.7
Nc1ccc2c(c1)CC(=O)c1ccccc1S2,0.9,-3,1,-4,1,-2,-4,1,-2,1
CCC(Sc1nc2sc(C(=O)OC)c(C)c2c(=O)n1N)C(=O)NCC1CCCO1 (centres undefined),1.1,-14,1,-7,1,0,15,1.1,-1,0.8
CCOc1ccc(-c2[nH]ncc2Oc2cccc(OC)c2)c(O)c1,1,-13,1,-8,1.3,23,15,1.1,-28,0.9
O=C(Nc1cc(Cl)ccc1O)C1CCCO1 (centres undefined),1,-10,1,-1,0.9,-6,3,1,8,1
COC(=O)c1cc(-c2ccc3c(c2)OCO3)nc2ccccc12,0.9,-10,0.9,-1,0.9,-8,30,1,6,0.7
Cc1ccnc(NS(=O)(=O)c2ccc(NC(=O)C3CCCCC3)cc2)n1,1.1,-5,1.2,-9,1,-9,-4,1.1,3,1
COCc1cc(C)nc(SCC(=O)Oc2ccccc2)c1C#N,1,-21,1.1,-9,1,9,10,1.1,4,0.9
CSc1ccccc1NC(=O)Cn1ccsc1=N,1,-3,1.1,-8,0.8,-8,21,1.1,17,0.8
COc1ccc(C(C)=O)cc1CN1CCCCC1,1.2,4,1.2,0,1,-2,-15,1,2,1.1
COc1ccc(C(NC(=O)C2C3C=CC(C3)C2C(=O)O)c2ccccc2)cc1 (centres undefined),1.1,-4,1,-5,0.9,-7,16,1.1,8,0.8
Cc1cc(C)n(-c2ccc(C(=O)OCc3nnc(-c4ccccc4)o3)cc2)n1,0.9,-6,0.9,-6,1,-6,24,1.1,5,0.8
COc1ccc(C(=O)CSc2nc(N)nc(SC)c2C#N)cc1,1,1,1,-1,1,-1,-6,1,-2,1.1
O=c1c2ccccc2n(Cc2cccc(F)c2)c(=O)n1C1CCCC1,0.8,-3,0.8,0,0.9,64*,16,1,11,0.8
Cc1cc(NC(=O)c2c(Cl)c(C)nn2C)no1,0.8,2,1,-5,1,-6,3,1.1,-1,1
COc1cc(C(=O)OC(C)CN2CCOCC2)cc(OC)c1OC (centres undefined),1,-1,1,-3,1,-8,8,1,3,0.9
COc1ccc(-c2nc(N3CCCCCC3)sc2C(=O)c2ccccc2)cc1,1,-8,0.9,-4,0.9,19,20,1,8,0.8
Cn1cc(Cl)c(C(=O)N2CCN(c3ncccn3)CC2)n1,1.1,-8,1,-1,1,-2,3,1,-2,1
O=C(NCCCN1CCOCC1)c1cccc(S(=O)(=O)Nc2cc(Cl)ccc2Cl)c1,1,-6,1.1,-1,1.1,-7,13,1,-14,0.9
CN(c1ccc(C(=O)Nc2ccc(S(=O)(=O)N3CCCC3)cc2)cc1)S(C)(=O)=O,0.9,1,0.8,0,1,-4,19,1,4,0.8
CSc1nc(C)cc(Oc2ccc(=O)n(C)n2)n1,0.9,-8,0.9,2,1,-2,4,1,3,1
Cc1nc2cc(NC(=O)Nc3nccs3)ccc2n1C,0.9,0,0.9,-3,1.2,5,-5,1,-16,1
CCOC(=O)c1ccc(NC(=O)CSc2nnc(NC(=O)c3ccc(S(=O)(=O)N4CCOCC4)cc3)s2)cc1,1.3,5,1.2,-3,1.2,91*,0,1,-17,1
O=C(NCc1cccs1)C1CCN(S(=O)(=O)c2ccc(Br)s2)CC1,0.9,-12,0.9,-5,0.8,-6,18,1.1,20,0.8
CCN1C=CC(=C2C(=O)c3ccccc3C2=O)C=C1,1.2,6,1.1,-2,0.8,16,-14,1,16,1.1
O=C(OCc1ccccc1)Oc1cncc(C(=O)O)c1,1,-12,1,-5,0.9,-5,7,1.1,10,0.9
CC1CCCCN1CCNc1nc(=S)[nH]c2ccccc12 (centres undefined),0.9,-6,0.9,-3,0.9,8,24,1,15,0.8
O=C(NCc1ccco1)C1CCN(S(=O)(=O)N2CCC3(CC2)OCCO3)CC1,1,-12,0.9,-4,1,-1,9,1,-3,0.9
O=C(CSc1nnc(-c2ccc(O)cc2)n1Cc1ccco1)N1CCc2ccccc2C1,1,-13,1,-10,1,-8,18,1.1,0,0.8
CN1CCN(Cc2c(O)ccc3cc(-c4ccccn4)c(=O)oc23)CC1,1,-27,1,-9,1.3,17,8,1.1,-29,0.9
O=C(CCCN1C(=O)/C(=C/c2cccc(Br)c2)SC1=S)Nc1ccccn1,1,-1,0.9,-2,0.9,45,7,1,13,0.9
COc1ccc(-c2ccc(=O)[nH]n2)cc1,1,-18,1,-5,0.9,-3,4,1,11,1

# Complete entries, quoted from the list.
# O=C(O)C1CCCN1C(=O)Nc1ccccc1 (centres undefined) is listed as PMI act hi M6P = 0.9; TNAP inh noacc = -1; PMI activator = 0.8; TNAP inh hi DEA = -1; bIAP activator = 0.9; L major viab = -4; Diaph inh CS = 12; TNAP act hiacc = 1; bIAP inhibitor = 11; Diaph act CS = 0.9
# CSc1ccccc1NC(=O)Cn1ccsc1=N is listed as PMI act hi M6P = 1; TNAP inh noacc = -3; PMI activator = 1.1; TNAP inh hi DEA = -8; bIAP activator = 0.8; L major viab = -8; Diaph inh CS = 21; TNAP act hiacc = 1.1; bIAP inhibitor = 17; Diaph act CS = 0.8
# CN1CCN(Cc2c(O)ccc3cc(-c4ccccn4)c(=O)oc23)CC1 is listed as PMI act hi M6P = 1; TNAP inh noacc = -27; PMI activator = 1; TNAP inh hi DEA = -9; bIAP activator = 1.3; L major viab = 17; Diaph inh CS = 8; TNAP act hiacc = 1.1; bIAP inhibitor = -29; Diaph act CS = 0.9
